Compound activity (PubChem BioAssay)
CAL PDZ FP-1 = untagged CAL PDZ binding inhibitors, primary screen, biochemical, fluorescence polarization, HTS | Golgi-associated PDZ and coiled-coil motif-containing protein (Homo sapiens), Q9HD26 | purified CAL PDZ, TMR-peptide fluorescence polarization, 1 h | inhibition, % at 24.9 µM | 300,000 tested, 0.92% active | AID 602252, 2012;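 active = mean inhibition of at least 30% with at least half of replicates also reaching 30%; inconclusive = no clear call, values can overlap the other calls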;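 note: 0% = DMSO neutral control and 100% = excess unlabeled competitor peptide PRC23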
Rtt109 Vps75 = inhibitors of C. albicans Rtt109/Vps75 HAT, primary screen, biochemical, ThioGlo CoA-SH fluorescence, plate reader; AID 540336, 2011; purified Rtt109/Vps75, 4 h; Histone acetyltransferase RTT109 (Candida albicans (strain SC5314 / ATCC MYA-2876)), …; inhibition, % at 34.9 µM; 330,000 tested, 0.16% active;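 active = inhibition of at least 50% in every replicate; inconclusive = best replicate reaches 50% inhibition but some replicates fall short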
Target sequence (Q5AAJ8 whole entry, looked up): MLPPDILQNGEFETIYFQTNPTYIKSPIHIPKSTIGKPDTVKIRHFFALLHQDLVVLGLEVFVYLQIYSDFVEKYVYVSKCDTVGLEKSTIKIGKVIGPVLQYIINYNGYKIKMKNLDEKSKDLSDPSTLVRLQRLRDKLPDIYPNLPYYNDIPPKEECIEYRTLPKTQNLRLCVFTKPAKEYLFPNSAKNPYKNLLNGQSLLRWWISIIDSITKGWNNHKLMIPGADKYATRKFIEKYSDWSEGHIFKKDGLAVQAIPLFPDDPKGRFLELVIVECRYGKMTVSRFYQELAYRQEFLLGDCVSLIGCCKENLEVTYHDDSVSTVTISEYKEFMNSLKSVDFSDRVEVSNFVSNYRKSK
RTF Ca sens act = cardiac RTF calcium sensitivity activators, primary screen, biochemical, IANBD-TnC fluorescence, EC20 calcium; 340,000 tested, 0.24% active; Troponin I, cardiac muscle (Homo sapiens) + Troponin T, cardiac muscle (Homo sapiens) + …; activation, % at 7.2 µM; IANBD-labeled TnC RTF fluorescence at EC20 calcium; 0% EC20 calcium, 100% full calcium;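 active = activation above the mean over all tested compounds plus 3 SD, cut at about 30% in these data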;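 note: rise in fluorescence read as greater calcium sensitivity of cardiac thin filaments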
dFosB act = activators of delta FosB homodimer, primary screen, biochemical, fluorescence polarization, TAMRA-CDK5 oligo, single point. activation, % at 25 µM. 340,000 tested, 0.99% active. purified delta FosB; percent of positive-control signal above neutral wells. Protein FosB (Mus musculus), P13346;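 active = mean activation above about 17%, with every replicate also reaching it, limit read from the data, passing the limit was not always enough; inconclusive = only one of the two conditions met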;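 note: fluorescence polarization rise as delta FosB binds a TAMRA Cdk5 AP-1 oligo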
V-ATPase pH = regulators of yeast V-ATPase proton pumping, primary screen, pHLuorin cytosolic pH fluorescence; 350,000 tested, 0.37% active; S. cerevisiae; response, % at 10 µM; in the data active = response mostly above about 7.3%, no sharp cut-off; inactive = mostly below about 5.4%; note: actives read high; inactives centre near 0; some compounds called inactive have numbers as strong as hits; reference of the scale not given here
CAL PDZ FP-2 = CAL PDZ peptide-binding inhibitors, primary screen, biochemical, fluorescence polarization, Cer-tagged CAL PDZ, HTS; AID 504414, 2011; inhibition, % at 20 µM; Golgi-associated PDZ and coiled-coil motif-containing protein (Homo sapiens), Q9HD26; 330,000 tested, 0.02% active; purified CAL PDZ, TMR-peptide fluorescence polarization, 1 h;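 active = highest replicate inhibition of at least 40%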;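 note: plate controls were DMSO neutral control wells for no effect and unlabeled competitor peptide control wells for full effect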
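System: purified tagged CAL PDZ domain construct (CerCALP). Schedule: 1 h incubation at room temperature before polarization reading. Medium: 25 mM sodium phosphate pH 7.4, 150 mM NaCl, TCEP, IgG, Thesit. Read-out: percent inhibition from loss of millipolarization. Measured by: FP readout, S and P plane fluorescence. Probe or stimulus: fluorescent TMR peptide probe.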
MITF act = activators of MITF-driven TRPM1 promoter reporter, primary screen, cell-based, SK-MEL-5, luciferase, single point; AID 588334, 2011; activation, % at 12.5 µM; SK-MEL-5 TRPM1-promoter luciferase, 24 h; % of positive control, neutral wells = 0; 300,000 tested, 0.75% active;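 active = mean activation of at least 80% with every replicate also reaching 80%; inconclusive = mean reaches 80% but some replicate falls short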;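 note: 0% = neutral control wells and 100% = parthenolide positive control wells; values of inactives mirror those of a sister screen read the other way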
CDK5 p35 inh = inhibitors of human CDK5/p35 kinase, primary screen, biochemical, single concentration | Cyclin-dependent kinase 5 (Homo sapiens) + Cyclin-dependent kinase 5 activator 1 (Homo … | Recombinant CDK5/p35, ADP-Glo luminescence, 60 min | inhibition, % at 10 µM | 330,000 tested, 0.01% active | AID 488839, 2010;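 active = highest replicate inhibition of at least 50% and at least 75% of replicates reaching 50%; inconclusive = only one of the two criteria met; inactive = both criteria failed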;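 note: plate controls were DMSO neutral control for no effect and GW8510 at 10 µM for full effect; many of its hits are not listed in these tables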
Target sequence (Q00535 whole entry, looked up): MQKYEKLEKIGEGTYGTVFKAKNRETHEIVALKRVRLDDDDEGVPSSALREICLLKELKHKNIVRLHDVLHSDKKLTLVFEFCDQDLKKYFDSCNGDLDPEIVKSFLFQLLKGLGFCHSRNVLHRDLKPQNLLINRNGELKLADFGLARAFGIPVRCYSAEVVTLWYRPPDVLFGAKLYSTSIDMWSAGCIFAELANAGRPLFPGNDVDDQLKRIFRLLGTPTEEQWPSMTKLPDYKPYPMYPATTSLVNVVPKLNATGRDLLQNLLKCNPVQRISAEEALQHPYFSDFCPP
Target sequence (Q15078 whole entry, looked up): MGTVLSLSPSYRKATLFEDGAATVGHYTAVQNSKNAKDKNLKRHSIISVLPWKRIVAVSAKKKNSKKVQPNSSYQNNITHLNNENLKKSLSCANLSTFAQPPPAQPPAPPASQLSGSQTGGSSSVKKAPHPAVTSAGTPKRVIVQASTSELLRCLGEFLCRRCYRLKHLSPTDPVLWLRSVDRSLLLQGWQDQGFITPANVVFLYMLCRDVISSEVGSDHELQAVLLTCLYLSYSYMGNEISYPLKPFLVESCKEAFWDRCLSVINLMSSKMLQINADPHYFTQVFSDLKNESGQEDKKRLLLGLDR
Tat export inh = E. coli Tat export inhibitors, primary screen, MC4100, TorA-mCherry reporter, fluorescence, single point. inhibition, % at 10 µM. 340,000 tested, 0.036% active. AID 488895, 2010;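 active = mean replicate inhibition at least 50% and at least half of replicates individually reaching 50%; inconclusive = only one of the two criteria met; inactive = neither criterion met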;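 note: exported cargo escapes ClpAP degradation while cytoplasmic cargo is degraded and loses fluorescence; 0% = median of neutral control wells and 100% = median of NaSCN control wells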
Wnt act = Wnt/beta-catenin pathway activators, primary screen, cell-based, plate reader, single point. Wnt/beta-catenin reporter cell assay, activator. activation, % at 9.35 µM. 300,000 tested, 1.2% active. AID 743398, 2014; in the data active = activation above about 30%, passing the limit was not always enough; inconclusive = no clear call, values can overlap the other calls;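 note: 0% = neutral control wells and 100% = positive control wells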
* hit, by the source's call; ? = inconclusive; . = no result given.

SMILES	CAL PDZ FP-1	Rtt109 Vps75	RTF Ca sens act	dFosB act	V-ATPase pH	CAL PDZ FP-2	MITF act	CDK5 p35 inh	Tat export inh	Wnt act
COc1ccc2c(c1)c1nnc(SCC(=O)Nc3ccccc3F)nc1n2C	2	-1	-2	-6	0	1.0	.	-0.4	-12	0
NC(=O)c1cc(-c2csc(NCCc3ccccc3)n2)ccc1O	6	3	-5	-13	8	0.1	18	3.9	-6	3
COCCCn1c(SCC(=O)Nc2sc3c(c2C#N)CCCC3)nnc1-c1ccncc1	0	3	5	-2	8	0.7	-9	0.9	0	.
CC(C)CCN(C(=O)c1ccccn1)c1c(N)n(Cc2ccccc2)c(=O)[nH]c1=O	0	3	5	-8	-1	-0.9	2	-4.4	-1	-4
Cc1ccc(OCC(=O)Oc2ccc(C(C)C)cc2)cc1	-6	-11	1	4	2	0.3	20	0.3	-1	-1
COC(=O)c1cccc(NC(=O)c2ccc3c(c2)C(=O)N(C(C)(C)C)C3=O)c1	-5	2	-6	-9	-3	0.0	.	3.3	-2	3
COC(=O)N1CCN(c2ccc(OC)cc2)CC1	-2	7	5	-2	1	0.2	2	-0.2	-10	1
Cc1nnc2n(C)c(=O)c3c4c(sc3n12)COC(C)(C)C4	-7	5	7	-3	0	-2.9	14	-0.1	6	-1
CC(C)CC1NC(=O)N(CC(=O)Nc2ccc(OC(F)F)cc2)C1=O (stereo unspecified)	0	7	8	-9	1	-0.4	2	1.7	-19	-1
Cc1cccc(Cn2c(C)nc3c(N)c(C)c(C)cc32)c1	-2	-4	1	4	-1	0.4	-9	-1.1	-3	-6
CC(=O)C12CCCCC1CC1[C@@H]3CC(C)C4=CC(=O)CC[C@]4(C)C3CC[C@@]12C (stereo partly specified)	-3	8	-3	1	0	-0.7	-18	1.2	1	0
Cc1cc2c(c(=O)n1Cc1ccco1)C(c1ccccc1)C(C#N)=C(N)O2 (stereo unspecified)	-3	-2	1	-5	3	-0.5	-9	-0.9	5	.
OC1(c2ccccn2)COc2ccccc2O1 (stereo unspecified)	-4	0	3	3	2	-1.8	0	-4.2	-3	-1
COc1cccc(C(=O)NC2CC3CCCC(C2)N3CC(=O)Nc2ccccc2)c1 (stereo unspecified)	1	-2	-4	-6	-3	0.8	-8	0.7	11	0
CC(C)C(=O)N1CCN(c2ccccc2NC(=O)c2ccco2)CC1	-5	-1	-2	0	5	-0.7	4	0.6	-8	0
Cc1ccc(NCC(=O)N/N=C/c2ccncc2)cc1	.	0	-3	3	-2	-0.5	0	-1.7	0	-1
O=C(COC(=O)CSc1ccc2ccccc2c1)Nc1ccccc1OC(F)F	-2	5	-5	-7	11*	-0.6	8	.	1	0
COc1ccc(CCNC(=O)CN(c2cc(OC)ccc2OC)S(=O)(=O)c2ccccc2)cc1	-1	-6	-5	1	9	0.3	-1	-0.2	2	-1
Cc1nn(C(C)C)c(C)c1[C@@H]1C[C@H]2CN(Cc3cccc(Cl)c3)C(=O)[C@]23CCCN13	-5	3	2	-8	-3	-0.3	16	0.1	2	-2
O=C(COC(=O)c1cccnc1Cl)NCC1CCCO1 (stereo unspecified)	-2	3	-1	5	-4	14	-1	1.6	-11	0
CS(=O)(=O)N1CCCC(C(=O)Nc2ccc3c(c2)OCCO3)C1 (stereo unspecified)	2	-7	0	4	-2	0.0	2	0.7	9	0
COc1ccc(CCn2c(=O)[nH]c3cc(C(=O)NCCCN4CCOCC4)ccc3c2=O)cc1OC	-4	-18	5	-1	4	-1.5	13	-0.5	-5	3
CC(C)NC(=O)Nc1n[nH]c(Nc2ccc(Cl)cc2)n1	.	0	-8	2	-1	-0.4	.	9.7	7	?
CC(C)(C)OC(=O)NCCCCc1cn(CC(=O)N2CCN(C(=O)OC(C)(C)C)CC2)nn1	-3	1	-1	-2	13	0.4	1	0.7	0	1
CCC(=O)N1CCN(c2nnc(-c3ccccc3)c3ccccc23)CC1	-3	8	7	-4	2	-0.9	-14	0.6	4	-3
O=C(NCc1ccc(F)cc1)C(=O)NCC1OCCCN1S(=O)(=O)c1cccs1 (stereo unspecified)	-2	-4	-8	-10	-3	0.3	-3	0.4	2	2
COc1ccccc1NC(=O)c1csc2c1CCC(C)C2 (stereo unspecified)	-4	3	-5	-10	-2	-2.7	31	2.4	8	-2
O=C(CSc1nc2ncccc2[nH]1)NCc1ccccc1	-2	.	6	3	-5	-1.5	-1	-0.3	6	.
O=C(Cc1cccc2ccccc12)Nc1cccnc1	-4	13	2	2	7	-0.2	20	0.2	21	-1
O=C(Cc1ccc(NC(=O)C2CCN(C(=O)C3CCCC3)CC2)cc1)Nc1ccc(C(=O)N2CCOCC2)cc1	-18	-6	1	-1	-5	-1.3	3	-0.1	6	-1
Cc1ccc2[nH]c(-c3ccccc3)c(CN3CCN(C)CC3)c(=O)c2c1	-4	-3	-2	-6	5	-0.6	-2	0.6	1	5
O=C(CCS(=O)(=O)c1ccc(Cl)cc1)Nc1nnc(-c2cccs2)o1	.	-23	4	15	-1	0.2	-8	-0.5	-11	0
CC(=O)Nc1ccc(S(=O)(=O)Nc2cc(S(=O)(=O)N3CCCCC3)ccc2O)cc1	-3	0	5	-1	-5	-1.2	-6	-0.7	1	-2
CN(C)c1ccc(O)c2c1CC1CC3[C@@H](N(C)C)C(=O)C(C(N)=O)=C(O)[C@]3(O)C(=O)C1=C2O (stereo partly specified)	-4	15	-1	-17	3	-0.2	-12	0.5	149*	-4
CSC[C@H](NC(=O)Cc1c(C)c2cc3c(C)c(C)oc3cc2oc1=O)C(=O)N[C@@H](Cc1ccccc1)C(=O)O	-2	-1	2	-7	2	-1.9	.	0.0	6	.
COc1cc(/C=N/Nc2ccc(F)cc2F)cc(OC)c1OC	11	-11	4	2	-2	-0.2	1	-1.5	6	1
Cc1ccc(S(=O)(=O)N(C)CC(=O)NNC(=O)Cc2cccc(F)c2)cc1	2	-17	4	-3	6	-0.3	-9	0.7	5	0
CSc1c(-c2ccccc2)nc2ccc(Cl)cc2c1C(=O)O	-20	3	0	3	9	-1.1	.	0.4	-1	-1
CC(=O)c1cccc(N(C(=O)Cn2nnc3ccccc32)C(C(=O)NC2CCCCC2)c2cn(C)nc2C)c1 (stereo unspecified)	1	-9	7	-1	-1	-0.3	11	3.4	-13	-2
Cc1c(NC(=O)COC(=O)C2(c3ccc(F)cc3)CCCC2)c(=O)n(-c2ccccc2)n1C	0	-2	-5	5	-1	0.0	-4	0.3	-4	-1
O=c1c2ccccc2nnn1CSc1nc2ccccc2[nH]1	2	-16	7	6	12	-0.2	40	0.9	-13	.
COC(=O)c1cccc(-c2ccc(/C=N/N3C(=O)C4C5C=CC(C6CC56)C4C3=O)o2)c1 (stereo unspecified)	-1	8	-7	0	0	-1.7	7	0.1	20	-2
Cc1ccc(-c2csc(N/N=C/c3ccco3)n2)cc1	-3	-4	1	-10	1	0.3	75	-2.2	13	16
CCOC(=O)c1cc(NC(=O)N(C)C2CCCCC2)c(C)nc1C	-2	2	-4	-4	-2	0.7	11	-0.5	-4	0
COc1ccc(-c2nnc(-c3ccc4ccccc4c3)o2)cc1	2	-9	-3	-17	5	-0.6	94*	0.8	-6	3
CC(NC(=O)c1c(O)c2ccccc2[nH]c1=O)c1ccccc1 (stereo unspecified)	.	-10	-2	-3	-4	-2.4	7	-0.1	-3	0
Cc1ccc2c(c1)C1C[N+](C)(CC(=O)c3ccccc3)CCC1N2C(=O)c1ccccc1Cl (stereo unspecified)	-2	1	-4	-7	-2	-0.9	4	-0.2	-3	-1
CCCCNC(=S)NNC(=O)c1ccc2c(c1)OCO2	-2	-1	-1	4	-3	-0.2	2	1.7	2	-1
Nc1nonc1C(=O)N1CCCCC1	.	2	6	-8	-1	-0.4	5	-0.6	1	-1
COc1cccc(-n2cc(C(=O)O)c3ccccc3c2=O)c1	-3	3	-1	-2	2	-2.7	-4	-0.5	5	.
CCOC(=O)c1c(NC(=O)CSc2ncnc3[nH]ncc23)sc2c1CCC(C)C2 (stereo unspecified)	.	-21	3	-11	3	-0.6	-10	0.3	-3	-3
Cc1c2cnccc2c(C)c2c1oc1ccccc12	1	3	-2	-22	3	-1.6	5	-0.1	2	-1
O=C(CSc1ncnc2c1cnn2-c1ccc(Cl)cc1)NCc1ccc2c(c1)OCO2	7	-5	-4	1	-1	0.6	18	0.0	0	8
Brc1nnc2n1-c1ccccc1Sc1ccccc1-2	2	-4	1	1	-2	-0.5	-17	-0.8	0	-2
Cc1ccc(Nc2nc(N)nc(CSCCO)n2)cc1	1	-5	-7	-10	2	-3.4	41	1.6	12	29
Cc1ccc(SCC(=O)NC(C)c2ccccc2)cc1 (stereo unspecified)	20	9	2	1	-4	-1.1	.	1.6	13	1
COc1ccc(-c2nc(-c3cccc(C)c3)[nH]c(=O)c2C#N)cc1	-6	-18	-5	0	2	-2.3	6	1.7	0	-1
COC(=O)c1cc2c(cc1NC(=O)CSCCc1ccccn1)OCO2	-4	0	15	-6	2	-0.4	0	0.3	-3	.
CCN(CC)C(=O)c1c(C)nc2ccccn12	.	-4	-4	3	3	-1.3	-8	-1.0	-3	.
Cc1ccc(NS(=O)(=O)c2cc(C(=O)NCc3ccccn3)ccc2Cl)cc1C	-4	8	3	-5	-3	-3.6	-10	-1.6	-1	.
OCCC1CN(Cc2ccccc2O)CCN1CCc1ccccc1 (stereo unspecified)	-4	-2	7	-17	7	0.0	-6	-2.7	0	-1
Cc1ccc2c(c1)sc1nc(=O)n(-c3ccc(Cl)cc3)c(=O)n12	-1	-9	2	-6	1	-2.0	.	2.0	-7	.
Cc1nnc(N(C)C(=O)Cc2ccc3c(c2)OCO3)s1	-1	9	-3	-4	3	-0.1	-9	-0.3	-5	.
